Cav32 inh – blocks human Cav3.2 T-type calcium channel. O95180. Cav3.2-expressing cells, Fluo-4 calcium fluorescence FDSS; stronger effect = lower value. B-score at 10 µM. hit rate 4% among 100,000. AID 449739;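 active = single-dose well whose peak fluorescence ratio is a statistical outlier from its plate by either plate-standardised score or position-corrected B-score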
Target sequence (O95180 whole entry, looked up): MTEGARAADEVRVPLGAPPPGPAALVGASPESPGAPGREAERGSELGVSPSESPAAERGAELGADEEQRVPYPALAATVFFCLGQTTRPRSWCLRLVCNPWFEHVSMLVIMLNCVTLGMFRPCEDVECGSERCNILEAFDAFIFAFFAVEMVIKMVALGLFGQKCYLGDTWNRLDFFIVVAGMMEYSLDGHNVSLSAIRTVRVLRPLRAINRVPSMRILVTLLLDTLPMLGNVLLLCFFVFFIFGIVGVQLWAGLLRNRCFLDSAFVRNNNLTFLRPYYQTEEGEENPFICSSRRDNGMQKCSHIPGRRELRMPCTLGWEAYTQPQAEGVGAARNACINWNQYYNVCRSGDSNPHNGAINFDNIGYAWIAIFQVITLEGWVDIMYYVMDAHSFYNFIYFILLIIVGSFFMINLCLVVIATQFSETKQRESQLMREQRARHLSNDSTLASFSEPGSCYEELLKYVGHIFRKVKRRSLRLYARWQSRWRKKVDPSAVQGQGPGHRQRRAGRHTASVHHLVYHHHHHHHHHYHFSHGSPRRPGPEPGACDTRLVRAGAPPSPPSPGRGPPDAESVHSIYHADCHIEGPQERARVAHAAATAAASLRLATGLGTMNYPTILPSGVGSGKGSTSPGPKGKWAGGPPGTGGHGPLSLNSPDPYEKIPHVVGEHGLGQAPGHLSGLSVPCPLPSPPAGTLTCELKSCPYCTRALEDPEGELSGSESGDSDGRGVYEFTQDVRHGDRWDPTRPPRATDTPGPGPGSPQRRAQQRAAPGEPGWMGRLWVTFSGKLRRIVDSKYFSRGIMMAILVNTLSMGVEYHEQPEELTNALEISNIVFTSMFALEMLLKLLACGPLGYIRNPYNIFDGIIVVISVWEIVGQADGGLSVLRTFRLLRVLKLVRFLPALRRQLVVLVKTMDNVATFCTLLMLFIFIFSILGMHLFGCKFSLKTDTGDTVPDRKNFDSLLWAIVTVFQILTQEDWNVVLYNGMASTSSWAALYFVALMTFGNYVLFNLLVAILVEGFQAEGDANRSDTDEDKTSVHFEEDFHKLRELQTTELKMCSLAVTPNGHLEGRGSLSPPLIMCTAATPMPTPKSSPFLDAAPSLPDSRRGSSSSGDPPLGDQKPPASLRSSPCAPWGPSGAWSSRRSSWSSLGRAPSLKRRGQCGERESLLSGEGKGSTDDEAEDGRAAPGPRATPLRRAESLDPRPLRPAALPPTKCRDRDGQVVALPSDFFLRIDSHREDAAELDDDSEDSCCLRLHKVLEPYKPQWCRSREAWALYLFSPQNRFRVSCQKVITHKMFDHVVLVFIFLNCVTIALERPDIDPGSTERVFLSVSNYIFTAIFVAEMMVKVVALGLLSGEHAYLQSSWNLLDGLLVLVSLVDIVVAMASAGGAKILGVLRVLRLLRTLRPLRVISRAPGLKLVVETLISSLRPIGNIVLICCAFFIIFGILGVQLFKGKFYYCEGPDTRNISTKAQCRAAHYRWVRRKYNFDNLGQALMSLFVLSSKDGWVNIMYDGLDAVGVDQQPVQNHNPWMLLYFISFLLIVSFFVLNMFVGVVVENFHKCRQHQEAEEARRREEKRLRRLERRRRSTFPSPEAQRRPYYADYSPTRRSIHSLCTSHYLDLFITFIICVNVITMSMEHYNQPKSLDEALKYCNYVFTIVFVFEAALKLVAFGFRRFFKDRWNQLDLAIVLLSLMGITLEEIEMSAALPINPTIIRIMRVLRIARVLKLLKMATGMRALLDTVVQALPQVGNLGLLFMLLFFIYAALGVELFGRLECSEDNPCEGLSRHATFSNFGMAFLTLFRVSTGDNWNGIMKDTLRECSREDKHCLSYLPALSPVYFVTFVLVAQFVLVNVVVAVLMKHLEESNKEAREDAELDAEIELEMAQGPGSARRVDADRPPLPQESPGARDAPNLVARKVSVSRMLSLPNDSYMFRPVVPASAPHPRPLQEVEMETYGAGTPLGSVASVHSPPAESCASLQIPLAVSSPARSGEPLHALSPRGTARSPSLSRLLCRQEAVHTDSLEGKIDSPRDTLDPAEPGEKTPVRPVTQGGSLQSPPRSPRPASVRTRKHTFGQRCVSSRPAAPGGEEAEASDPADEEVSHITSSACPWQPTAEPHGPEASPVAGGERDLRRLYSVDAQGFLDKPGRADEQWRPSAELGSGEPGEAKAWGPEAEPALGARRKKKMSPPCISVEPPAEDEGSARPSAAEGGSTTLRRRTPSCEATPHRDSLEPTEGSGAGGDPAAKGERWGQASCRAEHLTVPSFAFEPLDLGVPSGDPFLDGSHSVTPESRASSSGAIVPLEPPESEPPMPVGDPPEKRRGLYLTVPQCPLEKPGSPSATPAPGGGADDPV
Active calls of the source: *.

Cav32 inh	Structure
-0.76	O=C(OCc1cc2ccccc2[nH]c1=O)c1ccccc1
1.9	Cc1ccc(NNS(=O)(=O)c2ccc(C)cc2)cc1
0.45	O=C(CCCCCN1C(=O)CCC1=O)Nc1ccc2c(c1)OCO2
0.35	O=C(CSc1nnc(-c2cccnc2)n1Cc1ccco1)NCc1ccc2c(c1)OCO2
0.12	CCN1CCN(C(=O)c2oc(=O)c3ccccc3c2-c2ccc(C)cc2)CC1
0.18	CC1(C)Cc2cccc(OCC(=O)N3CCN(S(=O)(=O)c4ccc(F)cc4)CC3)c2O1
0.15	O=C(Cn1nnc2ccccc21)OCC(=O)c1ccc(Cl)c(Cl)c1
1.1	COc1cccc(-c2[nH]nc3c2C(c2ccc(C)o2)C(C#N)=C(N)O3)c1 (configuration not stated)
-2.4*	CC1(C)CC(=O)c2c(nc(SCC(=O)Nc3nsc(-c4ccccc4)n3)c(C#N)c2-c2ccccc2)C1
0.97	CC(=O)Nc1ccc(OC(=O)c2cc3ccccc3oc2=O)cc1
1.1	CC1CCc2cc(F)ccc2N1C(=O)CSc1nnc(-c2cccs2)n1C (configuration not stated)
0.15	CCc1nc(N2CCCC2C(=O)O)c2oc3ccccc3c2n1 (configuration not stated)
-1.9	CSc1nc(Oc2ccc(F)cc2F)cc(C(F)(F)F)n1
-0.28	Cc1ccc(NC(=O)C2C(=O)N(CCO)C3(C)CC2c2ccccc2O3)cc1 (configuration not stated)
-2.4	COc1ccccc1NC(=O)N(Cc1ccco1)Cc1cc2cccc(C)c2[nH]c1=O
-2	Nc1nnc(SCCOc2ccc(Br)cc2)s1
0.21	c1ccc(-n2ncc3c(NCc4ccccn4)ncnc32)cc1
0.39	CCN(CC)c1ccc(-c2c(C#N)c(N)nc(OC)c2C#N)cc1
-1.3	CC(=O)c1ccc(OC(=O)c2cccs2)cc1
-1.5	Cc1cc(C)c2c(n1)nn1c(N3CCN(c4ccccc4)CC3)cc(C)nc21
0.04	CC(C)(C(N)=O)N1CCN(c2ncc(C(F)(F)F)cc2Cl)CC1
0.71	COCCn1c(SCC(=O)NCc2cccs2)nnc1-c1ccc(OC)cc1
0.0078	COC(=O)C1=C(CN2CCN(C)CC2)NC(=O)NC1c1cc(C)ccc1C (configuration not stated)
-1.4	Cc1ccc(Nc2c(-c3ccc(C)o3)nc3cnccn23)cc1
0.33	Cc1ccc(-n2nnnc2Sc2nc([N+](=O)[O-])nn2C)cc1C
-0.45	N=c1c2c(-c3ccccc3)c(-c3ccccc3)n(Cc3ccccc3)c2ncn1CCCn1ccnc1
-0.88	NS(=O)(=O)c1ccc(NC(=O)CN2CCCCC2)cc1
-1.8	O=C(OCC(=O)N1CCN(C(=O)c2ccco2)CC1)c1ccccc1Cc1ccccc1
0.25	COc1ccc(N2CCN(C(=O)CSc3ncnc4c3cnn4-c3ccccc3C)CC2)cc1
-0.087	CC(C)(C)c1[nH]nc2c1C(c1cccnc1)C(C#N)=C(N)O2 (configuration not stated)
0.013	COc1ccccc1NC(=O)C(CCS(C)(=O)=O)N1C(=O)c2ccccc2C1=O (configuration not stated)
-0.44	COc1ccc(N2CCN(c3oc(-c4ccco4)nc3C#N)CC2)cc1
-0.066	COc1ccc2c(CC(=O)OCC(=O)N3CCc4ccccc43)coc2c1
1.1	Cc1nn(-c2ccc(F)cc2)c2sc(C(=O)O)cc12
0.55	Cc1ccccc1OCC(=O)Nc1sc2c(c1C#N)CCC2
-0.3	COc1ccc(OCCn2c(=N)n(CCO)c3ccccc32)cc1
1.7	C=C(CC)C(=O)c1ccc(OCC(=O)O)c(Cl)c1Cl
-0.33	CC1Cc2ccccc2N1CC(=O)Nc1ccc2c(c1)OCO2 (configuration not stated)
0.36	O=C(c1ccc(Cl)cc1)c1c[nH]c(C(=O)C(Cl)(Cl)Cl)c1
0.34	CCOC(=O)CCCNC(=O)CCCNC(=O)C(c1ccccc1)c1ccccc1
0.42	CCOc1cc2c(cc1OCC)C(C(=O)O)C(c1cc(Br)c(O)c(OC)c1)N(C)C2=O (configuration not stated)
-0.14	Cc1ccc(CSC2=CS(=O)(=O)c3ccccc3N2)cc1
0.7	CCOC(=O)C1=C(CN2CCOCC2)NC(=O)NC1c1cc(C)ccc1C (configuration not stated)
-0.36	Cc1ccc(S(=O)(=O)N(Cc2cc3cc4c(cc3[nH]c2=O)OCCO4)CC2CCCO2)cc1 (configuration not stated)
0.088	N=c1sccn1CC(=O)Nc1ccccc1Cc1ccccc1
-6.7*	Cc1ccc(-c2ccc(/C=N/c3ncn[nH]3)o2)cc1Cl
-0.19	COc1cc(CNC2CCCC2)cc(Cl)c1OCc1ccccc1Cl
-1.6	CCCn1nc(NC(=O)c2cccs2)c2cc3ccccc3nc21
-0.33	Cc1ccc(N)c(C(O)(C(F)(F)F)C(F)(F)F)c1
-5.8*	COc1ccccc1N1CCN(C(=O)C2c3ccccc3Oc3ccccc32)CC1
0.087	CC(C)CC(c1nnnn1CCc1ccccc1)N1CCN(C(=O)c2ccco2)CC1 (configuration not stated)
1.2	Cc1nc2ccccc2c2c1C(=O)N(C)C2=O
-0.15	Cc1cc2ccc(C)c(C)c2nc1SCC#N
-0.17	O=C(CN1C(=O)NC2(CCCc3ccccc32)C1=O)N1CCN(C(=O)c2ccco2)CC1 (configuration not stated)
1.6	OCC1CCCN(Cc2ccc(-c3ccccc3)cc2)C1 (configuration not stated)
1.3	O=C(c1c(Cl)cccc1Cl)N1CCN(c2ccccn2)CC1
0.075	COc1ccc(/C=N\NC(=O)COc2ccccc2Cl)cc1Cn1nc(C)cc1C
-0.017	CCC(NC(=O)OC(C)(C)C)C(=O)Oc1ccc2c3c(c(=O)oc2c1)CCC3 (configuration not stated)
-0.057	CNc1nc(C(=O)O)nc(N2CCOCC2)n1
-0.013	COc1ccc(Cc2nnc3c4cnn(C)c4ncn23)cc1

(listing goes on)
Cav32 inh	Structure
-1.3	CCC(=O)Oc1ccc(C(=O)Nc2ccc3c(c2)C(=O)N(C2CCCCC2)C3=O)cc1
-0.51	O=C(Cc1ccc(Br)cc1)OCC(=O)c1ccc2c(c1)OCCO2
0.28	CCN(CC)C(=O)c1ccc2c(c1)N(Cc1ccccc1)C(=O)CS2=O (configuration not stated)
-0.74	O=C(CCc1ccc(S(=O)(=O)NC2CCCCC2)cc1)NCc1ccc(Cl)cc1
-1.2	O=C1CCCN1c1cc(Cl)ccc1Cl
0.35	COc1ccc(OC)c(N2C(=O)C(Cl)=C(N3CCOCC3)C2=O)c1
0.46	Cc1ncc([N+](=O)[O-])n1CC(=O)NCc1ccccc1
1.2	O=C(OCCCN=C1NS(=O)(=O)c2ccccc21)c1ccc(F)cc1
0.027	CCc1ccc(C(=O)Nc2ccc(S(=O)(=O)Nc3nc(C)cc(C)n3)cc2)o1
-0.41	COc1cc(C(=O)Nc2ccc(N(C)C)cc2)cc(OC)c1OC
-2.6	CC1(C)S[C@@H]2[C@H](NC(=O)COc3ccccc3)C(=O)N2C1C(=O)OCC1CCCCC1 (some centres not stated)
-4.2*	CC(Nc1cc(N2CCN(C(=O)C(C)(C)C)CC2)ccc1[N+](=O)[O-])c1ccccc1 (configuration not stated)
0.61	Brc1cccc(-c2nnc3n2CCC3)c1
0.23	CC(=O)c1ccc(NC(=O)c2cnn3ccccc23)cc1
0.042	O=C(Cc1ccccc1)N1CCC(O)(c2cccnc2)CC1
-1.1	O=c1c2cc(N3CCOCC3)ccc2[nH]c(=S)n1Cc1ccc(Cl)cc1
-4	Cc1ccc(C(=O)C(C)OC(=O)C2CC(=O)N(C3CCCCC3)C2)cc1 (configuration not stated)
-0.0096	Clc1ccc(CSc2snnc2-c2ccccc2)c(Cl)c1
-0.27	O=c1c2c(nc3c(-c4ccc(Cl)cc4)c[nH]n13)CCCC2
-3.4	CCC1=NN(C(=O)CCc2ccccc2)C(O)(C(F)(F)F)C1 (configuration not stated)
1.9	Cc1occc1-c1nnc(SCC(=O)N2CCOCC2)n1CCc1ccccc1
-0.68	O=C(CN1CCc2ccccc21)NC(=O)NCc1ccco1
1.4	Cc1cccc(-n2c(SCC(=O)NCc3ccco3)nnc2-c2ccco2)c1
-0.68	CCn1c(=O)cc(SCC(=O)NCc2ccc(C)o2)c2ccccc21
0.034	CC(=O)Nc1ccccc1Sc1ccccc1
-0.19	Cc1ccc(NCc2nc3ccccc3n2C)cc1
-0.09	COC(=O)c1ccc(NS(=O)(=O)N(C)C)cc1
0.25	CCc1ccc(Nc2ncc3c(n2)CC(c2ccc(OC)cc2)CC3=O)cc1 (configuration not stated)
-0.36	CCC1(C)Cc2c(sc3nnn(CC(=O)Nc4ccccc4)c(=O)c23)CO1 (configuration not stated)
1.3	O=S1(=O)CCN(Cc2ccc(Cl)cc2)CC1
0.037	COc1ccccc1-c1nnc(N(C)C(=O)C2CCCO2)s1 (configuration not stated)
0.0097	CCCOC(=O)C1=C(C)NC2=C(C(=O)CCC2)C1c1cc(OC)ccc1OC (configuration not stated)
-0.49	CC(C)(C)OC(=O)N1CCN(C(=O)[C@H](Cc2ccc(O)cc2)n2cc(CCO)nn2)CC1
-0.042	O=C(COC(=O)C1CCC1)NCc1ccccc1Cl
-0.62	O=C(COc1ccc(Cl)cc1Cl)Nc1ccc2nc3n(c(=O)c2c1)CCCC3
-0.54	Cc1ccsc1/C=N/NC(=O)c1c[nH]c2ccccc12
1.4	CCCNC(=O)CN(C)S(=O)(=O)c1c(C)cc(C)cc1C
1	COc1ccc(CN2CC(C(=O)NCCN3CCN(c4ccccc4F)CC3)CC2=O)cc1 (configuration not stated)
-2	OC(c1ccccc1)C1CN(Cc2ccccc2)CCC1(O)c1ccccc1 (configuration not stated)
0.63	O=C1C2C3C=CC(C3)C2C(=O)N1c1ncn[nH]1 (configuration not stated)
0.66	O=C1C2C3c4ccccc4C(c4ccccc43)C2C(=O)N1CN1CCOCC1 (configuration not stated)
-0.85	O=C(COc1ccc(Cl)cc1Cl)N1CCCCCC1
-3.5	N#Cc1cc2c(nc1SCc1cccnc1)CCCCC2
0.048	Cc1ccc(CCNC(=O)CN2C(=O)COc3ccccc32)cc1
-0.3	Cc1cc(C(=O)CSc2nc3ccccc3c(=O)n2C)c(C)n1Cc1ccc2c(c1)OCO2
-0.48	CC(=O)NS(=O)(=O)c1ccc(NC(=O)CCC2CCCC2)cc1
-3.3	O=C(Oc1ccc(N(Cc2cccs2)C2=NS(=O)(=O)c3ccccc32)cc1)c1ccc(Cl)cc1
1.1	COC(=O)c1cc(-c2ccc3c(c2)OCO3)nc2ccccc12
0.22	CCCCNC(=O)Cn1cnc2sc(C(=O)OCC)c(C)c2c1=O
0.89	CCc1noc(C)c1C(=O)NCCc1ccc(OC)c(OC)c1
-2.9	C=CCOC(=O)C1=C(C)NC(SCC(=O)Nc2nccs2)=C(C#N)C1c1cccs1 (configuration not stated)
1.6	CCOC(=O)N1CCN(c2ncnc3c2[nH]c2ccc(OC)cc23)CC1
0.038	CCOC(=O)N/N=C(\C)c1ccc(Br)cc1
-0.1	O=C1c2ccccc2NC2(CCCC2)N1O
1.7	CCOC(=O)c1ccc(NC(=O)c2ccc(NS(C)(=O)=O)cc2)cc1
0.067	COc1cc(CNCc2ccccn2)ccc1OCc1ccc(Cl)cc1Cl
0.22	CC1CCCCC1NC(=O)CSc1nnc(-c2ccccc2)n1N (configuration not stated)
0.39	CC1(c2nnc(-c3ccc(Cl)cc3)o2)CC(c2cccnc2)=NO1 (configuration not stated)
0.77	Cn1cnnc1SCC(=O)Nc1ccc(S(=O)(=O)N2CCCC2)cc1
0.54	CC(C)c1nnc(NC(=O)c2cccs2)s1

Two of the compounds above, with bars between the fields:
structure | Cav32 inh
CCOC(=O)c1ccc(NC(=O)c2ccc(NS(C)(=O)=O)cc2)cc1 | 1.7
COc1cc(CNCc2ccccn2)ccc1OCc1ccc(Cl)cc1Cl | 0.067

Other structures.
Cav32 inh	Structure
-3.5	N/C(Cc1ccc(Cl)cc1Cl)=N\OC(=O)c1cccs1
0.36	Cc1ccc(CNC(=O)C2CC(=O)N(c3ccc(OCC(=O)N4CCCC4)cc3)C2)cc1 (configuration not stated)
0.8	Cc1ccc(S(=O)(=O)NCC(=O)OCC(=O)NC(=O)c2cccn2C)cc1
0.72	C[C@@H]1NC(=O)c2cc([N+](=O)[O-])cc(I)c2NCCCC[C@@H](C(N)=O)NC(=O)[C@H](CC(N)=O)NC1=O
-3	O=c1oc(/C=C/c2ccccc2)nc2sc3c(c12)CCC3
-1.3	CCOC(=O)/C(C#N)=C\c1c(C)cc(C)c(COC(C)=O)c1C
-1.5	CCNC(=O)COC(=O)c1cc(-c2ccc(OC)cc2)nc2ccccc12
0.38	CCNC(=O)CN(c1ccc(CC)cc1)S(C)(=O)=O
0.16	CCCc1nnc(NC(=O)CCC(=O)N2CCN(c3ccccn3)CC2)s1
0.41	CCC(CC)=N/N=C/c1c(O)n(CC)c2cc(C3=NNC(=O)CC3)ccc12

Pulled by compound from the entries so far:
Cav32 inh	Structure
-1.5	CCNC(=O)COC(=O)c1cc(-c2ccc(OC)cc2)nc2ccccc12
-3.5	N/C(Cc1ccc(Cl)cc1Cl)=N\OC(=O)c1cccs1
0.36	Cc1ccc(CNC(=O)C2CC(=O)N(c3ccc(OCC(=O)N4CCCC4)cc3)C2)cc1 (configuration not stated)
-3	O=c1oc(/C=C/c2ccccc2)nc2sc3c(c12)CCC3
0.72	C[C@@H]1NC(=O)c2cc([N+](=O)[O-])cc(I)c2NCCCC[C@@H](C(N)=O)NC(=O)[C@H](CC(N)=O)NC1=O
0.8	Cc1ccc(S(=O)(=O)NCC(=O)OCC(=O)NC(=O)c2cccn2C)cc1

In the list so far, these contain a cyano group:
Cav32 inh	Structure
1.1	COc1cccc(-c2[nH]nc3c2C(c2ccc(C)o2)C(C#N)=C(N)O3)c1 (configuration not stated)
-2.4*	CC1(C)CC(=O)c2c(nc(SCC(=O)Nc3nsc(-c4ccccc4)n3)c(C#N)c2-c2ccccc2)C1
0.39	CCN(CC)c1ccc(-c2c(C#N)c(N)nc(OC)c2C#N)cc1
-0.087	CC(C)(C)c1[nH]nc2c1C(c1cccnc1)C(C#N)=C(N)O2 (configuration not stated)
-0.44	COc1ccc(N2CCN(c3oc(-c4ccco4)nc3C#N)CC2)cc1
0.55	Cc1ccccc1OCC(=O)Nc1sc2c(c1C#N)CCC2
-0.15	Cc1cc2ccc(C)c(C)c2nc1SCC#N
-3.5	N#Cc1cc2c(nc1SCc1cccnc1)CCCCC2
-2.9	C=CCOC(=O)C1=C(C)NC(SCC(=O)Nc2nccs2)=C(C#N)C1c1cccs1 (configuration not stated)
-1.3	CCOC(=O)/C(C#N)=C\c1c(C)cc(C)c(COC(C)=O)c1C

These rows are one share of the data; rates above refer to the full screens.
